Screens (PubChem BioAssay)
AmpC inh detg = AmpC beta-lactamase inhibition with detergent present. AmpC hydrolysis of nitrocefin, absorbance 480 nm, 0.01% Triton. hit rate 0.041% among 370,000. Potency, µM (series often up to 114 µM), for the others: at the top dose activity change, negative = inhibition, actives largely listed as inhibitors. AID 485294;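 further: potency means the concentration at half of the fitted maximal effect; 0% = no-compound wells and -100% = no-enzyme wells; nearly all actives have a fitted effect of over 25% in size; some results filed as inactive show a strong effect at the top dose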
Target sequence (P00811 whole entry, looked up): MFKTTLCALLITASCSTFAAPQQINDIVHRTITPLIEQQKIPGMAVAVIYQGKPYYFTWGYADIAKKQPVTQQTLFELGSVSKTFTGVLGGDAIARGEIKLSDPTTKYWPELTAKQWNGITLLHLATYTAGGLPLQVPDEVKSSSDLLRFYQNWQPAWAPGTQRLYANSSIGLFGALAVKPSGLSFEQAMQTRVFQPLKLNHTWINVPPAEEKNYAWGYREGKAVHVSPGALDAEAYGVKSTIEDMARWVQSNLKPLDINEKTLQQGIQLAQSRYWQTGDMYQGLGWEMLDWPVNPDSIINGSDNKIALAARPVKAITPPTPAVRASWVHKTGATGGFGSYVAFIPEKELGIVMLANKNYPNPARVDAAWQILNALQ
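AmpC (5.3 nM in the dispensed reagent) in 20 mM phosphate pH 7.0 with 0.01% (detergent screen) or 0.0001% Triton X-100 was preincubated with compounds for 15 min at room temperature. Nitrocefin was then added from an 800 uM solution, and hydrolysis was followed at 480 nm.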
HCV inh = inhibitors of hepatitis C virus infection | Potency, µM (highest dose often 41.8 µM), for inactives: at the highest dose activity change, negative = inhibition, actives largely listed as inhibitors | hit rate 3.4% among 340,000 | Huh7.5.1 HCVcc-Cre infection, luciferase reporter, 44 h | AID 651820; further: potency means the concentration at half of the fitted maximal effect
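Infectious HCV cell culture screen: compound-treated cells (1,000/well, pre-plated 4 h) are infected with HCVcc-Cre at roughly 0.5 moi and grown 44 h. Infection is quantified by luciferase signal after 15 min substrate incubation at room temperature.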
Tb PYK inh = inhibitors of Trypanosoma brucei pyruvate kinase. Q57TT1. TbPYK enzyme, Kinase-Glo Plus ATP luminescence, 45 min. Potency, µM (series often up to 76.8 µM), without a hit: at the top dose activity, negative = inhibition, most hits filed as inhibitors. hit rate 0.12% among 410,000. AID 624173; further: potency means the concentration at half of the fitted maximal effect; nearly all actives have a fitted effect of over 50% in size
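Activity of T. brucei pyruvate kinase was followed by Kinase-Glo Plus luminescence after the enzyme reacted 45 min at room temperature with 130 uM ADP (final) and substrate. Test compounds were added before ADP at multiple concentrations.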
AmpC no deterg = AmpC beta-lactamase inhibition without detergent | P00811 | AID 485341 | Potency, µM (series often up to 57.1 µM), for inactives: at the top dose activity change, negative = inhibition, usual class: inhibitors | hit rate 0.52% among 330,000 | AmpC nitrocefin hydrolysis, absorbance 480 nm, 0.0001% Triton;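 further: potency means the concentration at half of the fitted maximal effect; plate controls were no compound for no effect and no enzyme for full effect; nearly all actives have a fitted effect of over 20% in size; some results filed as inactive show a strong effect at the top dose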
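20 mM phosphate pH 7.0 + 0.01% (detergent screen) or 0.0001% Triton X-100; 5.3 nM AmpC reagent; cpd preinc 15 min RT; nitrocefin (800 uM stock) to start; A480 q20 s × 4 min; Activity was normalised to no-enzyme and no-compound control wells.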
AMA1-RON2 inh = AMA1-RON2 (P. falciparum) interaction inhibition; AlphaScreen AMA1-biotinylated RON2 peptide binding; Potency, µM (top dose mostly 58.2 µM), for inactives: at the top dose activity change, negative = inhibition, most hits filed as inhibitors; hit rate 0.2% among 360,000; AID 720542;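 further: potency means the concentration at half of the fitted maximal effect; 0% = vehicle wells and -100% = peptide control; nearly all actives have a fitted effect of over 45% in size; some results filed as inactive show a strong effect at the top dose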
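AMA1 (3D7) with his tag at 25 nM final met compounds first, then biotinylated RON2 peptide at 25 nM; detection used donor plus acceptor beads, 10 µg/mL apiece, read by AlphaScreen after 30 min at room temperature.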
HCMV antiviral = human cytomegalovirus inhibition; activity change, negative = inhibition, % at 57.5 µM; AID 1259415; hit rate 4.5% among 410,000; HFF cells, HCMV-luciferase reporter, 72 h; hits give low values; in the data active means activity change below about -60%; inconclusive means no clear call, values can overlap the other calls; inactive means above about -39%
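Screen run at 2 compound doses on HFFs infected with reporter HCMV, MOI 1 PFU/cell. Luciferase activity from cell lysates at 72 h post infection gave inhibition relative to buffer-only and Salinomycin wells.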
LmPK inh = inhibitors of Leishmania mexicana pyruvate kinase. hit rate 0.37% among 290,000. AID 1721. purified LmPK, Kinase-Glo ATP luminescence, 1 h. Potency, µM (series often up to 57.5 µM), for the others: top-dose activity change, negative = inhibition, hits mostly inhibitors; further: potency means the concentration at half of the fitted maximal effect
Target sequence (Q27686 whole entry, looked up): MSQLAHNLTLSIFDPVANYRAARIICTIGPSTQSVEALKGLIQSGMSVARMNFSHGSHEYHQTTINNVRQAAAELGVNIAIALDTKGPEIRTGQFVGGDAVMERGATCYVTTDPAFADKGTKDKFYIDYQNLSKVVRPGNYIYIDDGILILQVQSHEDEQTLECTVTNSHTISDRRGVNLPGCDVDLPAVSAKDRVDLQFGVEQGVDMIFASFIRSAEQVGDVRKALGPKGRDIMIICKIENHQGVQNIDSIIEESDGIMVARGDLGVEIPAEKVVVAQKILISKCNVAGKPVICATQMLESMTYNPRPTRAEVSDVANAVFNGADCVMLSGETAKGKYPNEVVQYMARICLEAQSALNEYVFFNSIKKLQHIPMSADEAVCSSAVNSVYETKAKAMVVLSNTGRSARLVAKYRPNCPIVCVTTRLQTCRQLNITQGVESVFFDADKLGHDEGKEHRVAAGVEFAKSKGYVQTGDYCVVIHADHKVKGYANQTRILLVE
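ATP generated from ADP (0.1 mM) and PEP (0.5 mM) by 0.1 nM LmPK over 1 h at room temperature (pH 7.2 imidazole buffer) was detected by coupled luciferase luminescence. Values were normalized to uninhibited and no-enzyme wells.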
Active calls of the source: *; ? = inconclusive; nt = not tested or not shown; & = joins results of further samples; [ ] = another dose, or the depositor's remark. Unless noted, the call rests on the fitted dose curve; in most records, active means well fitted curve in the direction sought with a large enough effect; inconclusive means small, poorly fitted or top-dose-only effect, or another doubt; inactive means no such curve, though single readings can be large; an effect the other way counts as inactive or inconclusive. Unless noted, on the % scale 0 is the no-effect control and ±100 the full control effect.

Start of the data: the first seven entries, ahead of the listing:
Codes: A = AmpC inh detg; B = HCV inh; C = Tb PYK inh; D = AmpC no deterg; E = AMA1-RON2 inh; F = HCMV antiviral; G = LmPK inh
> CCc1cccc2sc(N3CCN(C(=O)c4ccc([N+](=O)[O-])o4)CC3)nc12
  A: ?; B: ?; C: -8.0%; D: 28.8%; E: ?; F: nt; G: nt

> Cc1ccc2nc(NC(=O)CSc3ncnc4c3oc3ccccc34)sc2c1
  A: ?; B: 5.3%; C: 0.0%; D: -15.6%; E: -3.4%; F: 52.0; G: 3.6%

> COc1c(OC(C)=O)ccc(/C=C/c2ccc3cccc(OC)c3n2)c1[N+](=O)[O-]
  A: -12.6%; B: ?; C: 4.5%; D: 188.2%[activator]; E: ?; F: 33.5; G: -1.4%

> COc1ccc2c(c1)cc(CNc1ccc(OC)c(OC)c1)c(=O)n2CC(=O)Nc1ccc(F)cc1
  A: 14.0%; B: nt; C: -10.9%; D: nt; E: nt; F: 0.2; G: nt

> COc1ccc([C@H]2CC(=O)C=C(c3cc(Cl)ccc3OC)C2)cc1
  A: -1.0%; B: ?; C: 1.2%; D: 36.8%; E: -7.0%; F: -5.2; G: nt

> Cc1cc(C)cc(NC(=O)CN2CCC(NC(=O)c3cccc(F)c3)CC2)c1
  A: -3.1%; B: 5.7%; C: 1.3%; D: 28.3%; E: -18.0%; F: 49.6; G: 4.7%

> COCCn1c(-c2ccccc2)cnc1SCC(=O)Nc1cccc2ccccc12
  A: ?; B: -6.2%; C: -17.6%; D: 14.3%; E: ?; F: 22.4; G: 3.3%

The whole of this part, from the first entry:
Codes: A = AmpC inh detg; B = HCV inh; C = Tb PYK inh; D = AmpC no deterg; E = AMA1-RON2 inh; F = HCMV antiviral; G = LmPK inh
> CCc1cccc2sc(N3CCN(C(=O)c4ccc([N+](=O)[O-])o4)CC3)nc12
  A: ?; B: ?; C: -8.0%; D: 28.8%; E: ?; F: nt; G: nt

> Cc1ccc2nc(NC(=O)CSc3ncnc4c3oc3ccccc34)sc2c1
  A: ?; B: 5.3%; C: 0.0%; D: -15.6%; E: -3.4%; F: 52.0; G: 3.6%

> COc1c(OC(C)=O)ccc(/C=C/c2ccc3cccc(OC)c3n2)c1[N+](=O)[O-]
  A: -12.6%; B: ?; C: 4.5%; D: 188.2%[activator]; E: ?; F: 33.5; G: -1.4%

> COc1ccc2c(c1)cc(CNc1ccc(OC)c(OC)c1)c(=O)n2CC(=O)Nc1ccc(F)cc1
  A: 14.0%; B: nt; C: -10.9%; D: nt; E: nt; F: 0.2; G: nt

> COc1ccc([C@H]2CC(=O)C=C(c3cc(Cl)ccc3OC)C2)cc1
  A: -1.0%; B: ?; C: 1.2%; D: 36.8%; E: -7.0%; F: -5.2; G: nt

> Cc1cc(C)cc(NC(=O)CN2CCC(NC(=O)c3cccc(F)c3)CC2)c1
  A: -3.1%; B: 5.7%; C: 1.3%; D: 28.3%; E: -18.0%; F: 49.6; G: 4.7%

> COCCn1c(-c2ccccc2)cnc1SCC(=O)Nc1cccc2ccccc12
  A: ?; B: -6.2%; C: -17.6%; D: 14.3%; E: ?; F: 22.4; G: 3.3%

> COc1cccc(NC(=O)C2(C)CCCN(C(C)C)C2)c1 (configuration not stated)
  A: nt; B: nt; C: -9.8%; D: nt; E: -6.5%; F: 0.1; G: nt

> CCSc1ccc(-c2cc(NC=O)c3ncc(-c4cccc(C(=O)NCCN(C)C)c4)n3c2)cc1
  A: nt; B: nt; C: -2.1%; D: nt; E: -10.0%; F: -21.2; G: nt

> CN=C(N)NCCC[C@H](N)C(=O)O
  A: ?; B: 45.7%[activator]; C: -9.9%&-6.3%&-8.0%; D: -20.7%; E: 73.6%[activator]; F: -18.9; G: nt

> COc1ccc(NC(=O)c2cc(=O)c3ccc(C)c(C)c3o2)cc1Cl
  A: 11.3%; B: nt; C: 7.1%; D: nt; E: nt; F: 2.4; G: nt

> C=CCN1C(=O)c2ccccc2Sc2ccc(C(=O)NCCC)cc21
  A: -13.2%; B: -29.6%; C: -3.8%; D: -1.4%; E: -1.0%; F: -4.5; G: -3.5%

> OC(c1ccc(F)cc1)c1nc(-c2cncnc2)cs1 (configuration not stated)
  A: nt; B: nt; C: 1.3%; D: nt; E: 18.8%; F: -31.7; G: nt

> O=C(Nc1cccc(Cl)c1)OCc1cn(-c2ccccc2)nn1
  A: ?; B: ?; C: -4.5%; D: -32.0%; E: -0.5%; F: -15.0; G: -7.3%

> O=C(CN1CCN(C(=O)CNC(=O)c2ccc3c(c2)OCO3)CC1)Nc1ccc(F)cc1
  A: -0.8%; B: 22.2%; C: 7.1%; D: -17.5%; E: -3.9%; F: 55.3; G: nt

Additional structures:
Codes: A = AmpC inh detg; B = HCV inh; C = Tb PYK inh; D = AmpC no deterg; E = AMA1-RON2 inh; F = HCMV antiviral; G = LmPK inh
> O=C(Nc1ccc2c(c1)OCCO2)c1cccnc1Oc1ccc(Cl)cc1
  A: -0.4%; B: -8.1%; C: 2.2%; D: -6.0%; E: -26.6%; F: -13.8; G: 2.4%

> CN(Cc1ccccc1F)C(=O)COc1ccc(C(=O)c2ccccc2)cc1
  A: -3.3%; B: ?; C: 0.0%; D: -14.7%; E: -1.5%; F: -16.1; G: 0.6%

> N#Cc1ccc(S(=O)(=O)N2CCN(CC(=O)NCC3(N4CCOCC4)CCCCC3)CC2)cc1
  A: 6.1%; B: 2.0%; C: 2.3%; D: 197.2%[activator]; E: 6.2%; F: -23.4; G: nt

> Cc1cc2nc(C)n(CCCNC(=O)Nc3ccccc3)c2cc1C
  A: ?; B: ?; C: -4.6%; D: 28.6%; E: 6.1%; F: -23.3; G: 1.0%

> O=C(OCCCOC(=O)c1cc[n+]([O-])cc1)c1cc[n+]([O-])cc1
  A: -9.1%; B: 7.1%; C: 3.8%; D: -20.0%; E: 4.5%; F: 24.2; G: -0.9%

> Cc1c(N2C(=O)C(=O)/C(=C(/O)c3ccc(Br)cc3)C2c2cccnc2)c(=O)n(-c2ccccc2)n1C (configuration not stated)
  A: 3.6%; B: 10.7%; C: 4.5%; D: -26.5%; E: -11.1%; F: -15.6; G: 0.0%

> COc1ccc(N2CC(C(=O)NCCc3ccc(Cl)cc3)CC2=O)c(OC)c1 (configuration not stated)
  A: -9.2%; B: ?; C: 0.8%; D: 85.0%[activator]; E: 0.0%; F: -20.3; G: nt

> N/C(=N\OC(=O)Cc1ccc(-c2ccccc2)cc1)c1cccc([N+](=O)[O-])c1
  A: -7.1%; B: ?; C: 0.0%; D: -19.0%; E: -27.2%; F: -34.1; G: 3.2%

> Cc1sc2ncnc(N3CCC(C(=O)N4CC(C)SC4=Nc4ccc(Cl)cc4)CC3)c2c1C (configuration not stated)
  A: nt; B: ?; C: -8.9%; D: nt; E: 1.9%; F: 50.0; G: nt

> CCOc1ccc(C(C)=O)cc1CN1C(=O)C(=O)N(CC)C1=O
  A: -1.5%; B: -19.5%; C: 3.1%; D: -5.0%; E: -8.8%; F: ?; G: -2.7%

> COC(=O)C(C)Sc1nnc(Cc2cc(=O)[nH]c(=O)[nH]2)n1-c1cc(C)ccc1C (configuration not stated)
  A: 0.5%; B: 17.7%; C: -26.5%; D: -10.7%; E: 10.5%; F: 80.6; G: -1.5%

> COc1ccc(C(=O)Nc2nc3ccccc3[nH]2)cc1OC
  A: 1.5%; B: -15.6%; C: -3.0%; D: -27.3%; E: 27.8%; F: 118.5; G: -6.8%

> O=C(CSc1nc(-c2ccccc2)cs1)NCCN1C(=O)CSC1=O
  A: 2.2%; B: 0.9%; C: -0.2%; D: -9.0%; E: 8.2%; F: 10.6; G: -0.6%

> COc1ccc(CN2CCN(C(=O)c3cccs3)CC2)cc1
  A: -0.7%; B: -10.6%; C: 0.0%; D: -1.4%; E: ?; F: -37.5; G: -3.7%

> Cc1cc(C)c(C(N)=O)c(SCC(=O)c2cc(C)c(C)cc2C)n1
  A: ?; B: ?; C: -13.6%; D: -8.4%; E: -4.0%; F: -34.8; G: 3.6%

Part of the list above, set out differently.
> Cc1cc2nc(C)n(CCCNC(=O)Nc3ccccc3)c2cc1C
  AmpC inh detg: ?
  HCV inh: ?
  Tb PYK inh: -4.6%
  AmpC no deterg: 28.6%
  AMA1-RON2 inh: 6.1%
  HCMV antiviral: -23.3
  LmPK inh: 1.0%

> O=C(OCCCOC(=O)c1cc[n+]([O-])cc1)c1cc[n+]([O-])cc1
  AmpC inh detg: -9.1%
  HCV inh: 7.1%
  Tb PYK inh: 3.8%
  AmpC no deterg: -20.0%
  AMA1-RON2 inh: 4.5%
  HCMV antiviral: 24.2
  LmPK inh: -0.9%

Remaining list, next part
Codes: A = AmpC inh detg; B = HCV inh; C = Tb PYK inh; D = AmpC no deterg; E = AMA1-RON2 inh; F = HCMV antiviral; G = LmPK inh
> O=C(NC(=S)Nn1cnnc1)c1ccccc1Br
  A: -8.7%; B: 10.4%; C: -9.0%; D: -25.6%; E: 52.2%[activator]; F: -20.3; G: 1.2%

> COc1cccc(CNC(=O)[C@H](C)NC(=O)N2CC(=O)Nc3ccccc32)c1
  A: nt; B: nt; C: -0.3%; D: nt; E: 17.2%; F: -2.9; G: nt

> CCOC(=O)/C=C1\NC(C)(C)Cc2cc(OC)c(O)cc21
  A: -7.7%; B: -24.6%; C: -3.8%; D: -14.5%; E: -11.8%; F: 24.7; G: 1.5%

> Cc1ccc(-n2c(SCC(=O)NCc3ccco3)nc3nc4c(cc3c2=O)COC(C)(C)C4)cc1
  A: -12.9%; B: 14.5%; C: -9.5%; D: 71.9%[activator]; E: 0.9%; F: 18.1; G: 3.1%
